S1P3 antagonist – S1P3 receptor antagonists, primary screen, cell-based | Sphingosine 1-phosphate receptor 3 (Homo sapiens), Q99500 | 170,000 tested, 0.27% active | CHO S1P3 NFAT-BLA reporter, FRET fluorescence, antagonist mode | inhibition, % at 4.98 µM;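 active = inhibition above the plate cutoff, the mean inhibition of test wells on that plate plus 3 SD, cut at about 28% in these data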;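 note: cells challenged with S1P at its EC80 of 0.8 µM; blue over green emission ratio from cleaved BLA substrate after 4 h stimulation; 0% = S1P-stimulated wells and 100% = unstimulated DMSO-only wells; some compounds past the cut are filed as inactive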
Target sequence (Q99500 whole entry, looked up): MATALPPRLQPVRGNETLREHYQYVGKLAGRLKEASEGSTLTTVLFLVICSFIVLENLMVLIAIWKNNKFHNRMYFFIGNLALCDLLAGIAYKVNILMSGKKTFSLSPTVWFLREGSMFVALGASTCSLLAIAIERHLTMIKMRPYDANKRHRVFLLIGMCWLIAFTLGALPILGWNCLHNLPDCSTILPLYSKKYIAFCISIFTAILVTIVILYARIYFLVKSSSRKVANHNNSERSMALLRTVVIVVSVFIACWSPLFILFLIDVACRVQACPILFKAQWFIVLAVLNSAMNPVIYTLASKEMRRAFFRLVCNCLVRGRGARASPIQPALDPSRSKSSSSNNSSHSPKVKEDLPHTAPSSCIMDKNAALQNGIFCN
L major viab – Leishmania major promastigote growth inhibition, primary screen | Leishmania major promastigotes, resazurin fluorescence viability | inhibition, % at 10 µM | 200,000 tested, 9% active;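 note: promastigotes grown with compound for 44 hours at 28 °C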
TLR4 MyD88 comp – inhibitors of TLR4-MyD88 association in cells, primary screen, cell-based, HeLa CL3-4, BLA complementation, FRET ratio. AID 861, 2007. inhibition, % at 8.4 µM. Toll-like receptor 4 (Homo sapiens) + Myeloid differentiation primary response protein …. HeLa CL3-4 TLR4/MyD88 BLA complementation. 200,000 tested, 0.18% active; in the data active = inhibition above about 25%;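 note: 0% = vehicle and 100% = reference inhibitor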
G6PDH CS – L. mesenteroides G6PDH inhibitors, counter-screen for G6PDH-coupled screening assays, biochemical, Leuconostoc mesenteroides enzyme; Purified L. mesenteroides G6PDH, diaphorase/resazurin coupled fluorescence, 45 min; AID 1020, 2008; inhibition, % at 5 µM; glucose-6-phosphate dehydrogenase [Leuconostoc mesenteroides]; 200,000 tested, 0.12% active
Redox H2O2 prof – compounds producing H2O2 with reducing agent – biochemical, NIH compound library profiling, artefact control for MLSCN library redox annotation, primary screen; DTT-dependent redox cycling H2O2, phenol red/HRP absorbance; 100% = 100 µM peroxide control, 0% = buffer; activation, % at 10 µM; 200,000 tested, 0.03% active; AID 878, 2007;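 active = activation of at least 50% relative to the plate's high and low controls in the primary single-dose screen; inactive = activation below 50%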;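 note: compound incubated with DTT at 0.8 mM final as the reducing agent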
Diaph act CS – compounds boosting diaphorase resazurin reduction – biochemical, uHTS, resorufin fluorescence, counter-screen for diaphorase-coupled primary assays, primary screen. Diaphorase/resazurin coupled assay, 16 min; hits give high values; 1 = vehicle wells, 0 = NADH-free wells. activation factor at 20 µM. 190,000 tested, 0.005% active. AID 1229, 2008;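 active = diaphorase activity raised at least twofold by the compound at 20 µM; inactive = activation factor below 2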
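Test system: Clostridium kluyveri diaphorase, purified enzyme. Buffer or medium: 50 mM HEPES pH 7.4 buffer plus MgCl2 and Tween 20. Also added: 0.114 mM NADH and 0.1 mM resazurin, final amounts. Dosing: compound 20 µM once, DMSO 1%. Schedule: 16 min enzyme reaction, ambient temperature. Detection: fluorescence of resorufin, 544 nm excitation, 590 nm emission.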
Hsp70 activator – Hsp70 transcriptional activators, primary screen, cell-based, HeLa, Hsp70 promoter luciferase, luminescence, 10 µM; activation, % at 10 µM; HeLa Hsp70 promoter luciferase reporter; scaled: vehicle 0, proteasome-inhibitor control 100%; AID 1203, 2008; 200,000 tested, 0.04% active;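 active = activation above the mean across all tested compounds plus 3 SD, cutoff set per campaign, cut at about 5.5% in these data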;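 note: 100% = MG132 at 30 µM as the positive control and 0% = DMSO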
PMI act satM6P – human PMI activators, high substrate, primary screen, biochemical, fluorescence intensity, near-saturating mannose 6-phosphate; 190,000 tested, 0.34% active; AID 1216, 2008; coupled PMI enzyme assay, resazurin fluorescence, 20 min; hits give high values; 1 = untreated enzyme, 0 = substrate-free blank; activation factor at 20 µM;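 active = activation factor of 2 or more at 20 µM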
Target sequence (P34949 whole entry, looked up): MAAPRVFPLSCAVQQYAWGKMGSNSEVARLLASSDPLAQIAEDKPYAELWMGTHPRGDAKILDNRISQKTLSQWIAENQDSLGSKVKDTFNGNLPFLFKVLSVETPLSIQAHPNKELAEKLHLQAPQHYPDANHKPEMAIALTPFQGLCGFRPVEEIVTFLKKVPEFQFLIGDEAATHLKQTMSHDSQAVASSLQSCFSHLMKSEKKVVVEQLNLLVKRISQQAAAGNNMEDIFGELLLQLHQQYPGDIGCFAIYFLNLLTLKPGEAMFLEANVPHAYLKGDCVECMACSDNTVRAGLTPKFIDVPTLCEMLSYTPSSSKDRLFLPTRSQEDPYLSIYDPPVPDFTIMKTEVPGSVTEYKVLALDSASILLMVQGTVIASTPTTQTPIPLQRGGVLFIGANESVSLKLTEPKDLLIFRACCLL
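Test system: human phosphomannose isomerase with PGI, G6PDH, diaphorase coupling enzymes / Doses: 20 µM compound, 1% DMSO / Times: enzyme reaction with compound 20 min at room temperature / Measured by: Diaphorase-driven resazurin-to-resorufin fluorescence, excitation 544, emission 590 nm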
RAM inhibit – inhibitors of the yeast RAM network, primary screen, dse1pr::URA3 reporter, 5-FOA selection; S. cerevisiae dse1pr::URA3 reporter, 5-FOA growth OD615, 2 d; analog-sensitive cbk1-as2 kinase mutant strain; inhibition, % at 50 µM; AID 868, 2007; 190,000 tested, 1.8% active;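 active = inhibition above a set limit, 3 SD over mean compound inhibition, cut at about 8.4% in these data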;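 note: 0% = DMSO-only wells with no growth and 100% = 10 µM 1-NA-PP1 full growth; inhibition rescues growth on 5-FOA so higher OD means more RAM inhibition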
PMI act – activators of human PMI, primary screen, biochemical, fluorescence intensity, near-Km mannose 6-phosphate. Mannose-6-phosphate isomerase (Homo sapiens), P34949. purified human PMI, coupled resazurin fluorescence, 20 min; hits give high values; 1 = vehicle control, 0 substrate-free wells. activation factor at 20 µM. 190,000 tested, 0.005% active;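 active = activation factor of 2 or more at 20 µM, relative to plate controls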
Diaphorase inh – diaphorase inhibitors and chemical oxidizers, primary screen, counter-screen for diaphorase-coupled primary assays, biochemical, uHTS, resorufin fluorescence | 190,000 tested, 0.69% active | diaphorase resazurin-to-resorufin fluorescence, NADH, 16 min; bacterial (C. kluyveri) enzyme, not human | inhibition, % at 20 µM;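 active = primary screen inhibition at 20 µM above a set limit, cut at about 50% in these data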;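 note: plate controls were DMSO with full reaction for no effect and wells lacking NADH for full effect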
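Assay system: diaphorase enzyme from Clostridium kluyveri. Quantity: enzyme working solution with 0.14 U/mL diaphorase. Schedule: reaction incubation of 16 min at room temperature. Technique: resorufin fluorescence, excitation 544 nm, emission 590 nm. Controls: No-NADH positive control and DMSO neutral control.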
* marks the source's active call; other numbers are inactive results; / = not tested or not shown. Cut-off read from the data, not from the text of the source, unless noted: active = inhibition above about 50%; inactive = the rest.

SMILES	S1P3 antagonist	L major viab	TLR4 MyD88 comp	G6PDH CS	Redox H2O2 prof	Diaph act CS	Hsp70 activator	PMI act satM6P	RAM inhibit	PMI act	Diaphorase inh
C/C(=N\NC(=S)Nc1ccc(C)cc1)c1cccc(N)c1	9	20	6	6	-1.6	1	0.1	1	-0.6	1	4
CNC(=O)c1cc2ncc(C(F)(F)F)cc2s1	-3	-3	-1	8	-0.6	0.9	-0.1	1.1	1.4	1.1	8
O=C1/C(=C\c2cccnc2)CN(Cc2ccccc2)C/C1=C\c1cccnc1	-11	100*	12	-2	0.0	0.8	-0.3	1	-0.2	0.9	17
CC(=O)Nc1ccc(NC(=O)c2ccccc2S(=O)(=O)c2ccccc2[N+](=O)[O-])cc1	3	-3	-8	-9	-0.7	0.9	-0.2	1	3.0	1.1	12
Cc1ccc(OCc2nnc(SC(C)C(=O)O)n2Cc2ccccc2)cc1 (stereo not drawn)	-5	-10	-5	13	-0.2	0.9	-0.5	1	-1.4	1	8
Cc1cccc(CSCCNC(=O)CCSc2ccccc2)c1	4	-13	-6	6	9.4	1	-0.5	1.1	5.9	1.1	-1
COc1cccc(OCC(=O)NNC(=S)Nc2ccc(Cl)cc2Cl)c1	-23	-9	7	0	-0.1	0.9	0.2	1	7.5	0.8	15
CCOC(=O)c1ccccc1NC1c2ccccc2C(=O)N1c1cc(C)ccn1 (stereo not drawn)	/	17	2	0	-1.1	0.8	-0.3	0.9	3.5	0.9	22
O=c1c2ccccc2nc2ccccn12	14	-1	0	-1	-1.1	0.9	-0.1	1.2	1.2	1.2	12
CCOc1ccc(CCNC(=O)CSc2cc(=O)n(C)c3cc(Cl)ccc23)cc1OCC	-9	1	-1	-36	0.5	0.9	-0.2	0.9	1.4	0.9	6
C(=N\Nc1nc(Nc2ccccc2)nc(N2CCCCC2)n1)/c1ccco1	-1	36	2	10	-0.2	0.7	-0.3	0.8	-1.7	0.8	33
O=C(CCCN1C(=O)c2ccccc2C1=O)N1CCC(c2ccccc2)C1 (stereo not drawn)	/	-4	-4	3	0.1	0.8	0.0	0.9	1.4	1	17
O=[N+]([O-])c1ccc(/C=N/Nc2nc(-c3ccccc3)c3cc(Br)ccc3n2)o1	/	93*	7	2	0.8	1	-0.2	1.2	2.7	1.1	-4
COc1ccc(C2N=C(Nc3ccc(C)cc3)Nc3nc(C)cc(=O)n32)cc1 (stereo not drawn)	13	2	0	-2	-0.2	0.8	1.4	0.9	3.2	0.9	20
COc1ccccc1-c1coc2c(CN3CCN(C)CC3)c(O)ccc2c1=O	0	11	1	5	1.9	1	1.1	1.1	0.4	1	-2
O=C(CN1CCN(C2CCCCC2)CC1)c1c[nH]c2ccccc12	/	-1	5	9	-4.9	1	-0.3	1.2	2.2	0.9	-1
O=C(CSc1ncc(-c2ccccc2)n1C1CCCC1)N1CCc2ccccc21	/	50*	-9	4	0.1	0.8	0.0	0.8	0.6	0.9	22
Cc1[nH]c2ccccc2c1/C=N\NC(=O)CNc1ccc2c(c1)OCO2	-5	-3	-5	12	-0.2	0.9	-0.3	0.7	0.4	0.9	14
Cc1cccc(NS(=O)(=O)c2ccc3c(c2)NC(=O)CC(=O)N3)c1	7	-6	-2	4	-0.1	0.8	0.0	1.1	0.3	1	16
COc1ccc(C2C(C(=O)NCc3ccccn3)c3cc(OC)c(OC)cc3C(=O)N2C)cc1 (stereo not drawn)	/	-5	18	-1	-2.4	0.9	-0.1	0.9	1.0	0.9	12
O=S(=O)(CCc1nc2ccccc2o1)c1ccc(Cl)cc1	-4	-6	2	-4	0.5	0.9	0.3	0.9	-1.0	1	8
O=C(Nc1cnc2sccn2c1=O)c1ccccc1Cl	/	6	-10	6	-0.4	1	0.1	1	2.6	1	5
CCc1nnc(NS(=O)(=O)c2ccc(Nc3ccc([N+](=O)[O-])c4nonc34)cc2)s1	4	-9	4	8	-0.1	0.9	-0.2	0.7	4.8	1.1	10
CCc1c(C)nc2ncnn2c1N1CCC(C(=O)NCc2cccc(OC)c2)CC1	-2	-6	-3	4	2.5	0.9	-0.1	0.9	2.5	0.9	9
CC(C)(C)NC(=O)NC(=O)COC(=O)COc1ccc(Cl)cc1Cl	-8	-9	3	2	0.0	0.9	-0.4	1	1.0	1	7

Overlap with the part before: 2 compounds, followed by the next part.
SMILES	S1P3 antagonist	L major viab	TLR4 MyD88 comp	G6PDH CS	Redox H2O2 prof	Diaph act CS	Hsp70 activator	PMI act satM6P	RAM inhibit	PMI act	Diaphorase inh
CCc1c(C)nc2ncnn2c1N1CCC(C(=O)NCc2cccc(OC)c2)CC1	-2	-6	-3	4	2.5	0.9	-0.1	0.9	2.5	0.9	9
CC(C)(C)NC(=O)NC(=O)COC(=O)COc1ccc(Cl)cc1Cl	-8	-9	3	2	0.0	0.9	-0.4	1	1.0	1	7
COC(=O)c1cn(NC(=O)c2ccc(OC)c([N+](=O)[O-])c2)c(=O)c2ccccc12	-3	-5	-1	18	-1.4	0.9	-0.3	0.9	5.7	1	7
O=C(c1ccccc1)N1CCCCC(Sc2nnc3ccccn23)C1=O (stereo not drawn)	-12	-4	-3	17	-0.3	0.9	0.0	1	1.2	1.1	12
Cc1cc(N2CCCC2)c(C)cc1C=O	/	7	2	9	-0.1	1	-0.3	1	0.1	1	4
Cc1ccc2nc(-c3ccc(NC(=S)NC4CC(C)(C)NC(C)(C)C4)cc3)sc2c1	2	98*	-20	-5	-1.5	1.5	-0.1	1	-0.4	1	-45
COc1ccccc1CNC(=O)C1CCC1	-6	-5	-3	-2	-0.2	0.9	-0.3	0.9	1.0	1.1	8
CCOc1ccccc1N1CCN(Cc2cccc(OC)c2O)CC1	3	18	-11	-3	5.9	0.9	0.1	1	0.1	0.9	10
CCC(c1nnnn1Cc1ccco1)N1CCN(C(=O)c2ccco2)CC1 (stereo not drawn)	-12	4	-5	-1	-0.8	0.9	0.1	1.1	1.5	1.2	7
CCc1nc2c(n1O)CCc1nonc1-2	-26	-5	13	5	-2.5	0.9	-0.1	0.9	-0.7	1	7
Cc1ccc(-c2cc(C(=O)Nc3c(C#N)cnn3C)no2)cc1	-18	-9	-9	-1	4.0	0.8	-0.3	0.9	6.6	0.9	19
CCN(CC)c1ccc(NC(=O)c2ccco2)c(C)c1	2	-2	-10	-9	-0.1	0.9	0.3	1	0.1	1	14
CN(C)c1nc(C=C(C#N)C#N)c(Cl)n1-c1ccc(F)cc1	14	24	35*	5	-1.1	0.9	0.2	0.9	1.1	1.1	8
COc1ccccc1N(CN1CCCC1=O)C(=O)c1c(F)cccc1Cl	14	-1	-11	30	1.6	0.8	-0.3	1	1.3	0.9	19
CCCCS(=O)Cc1ccccc1 (stereo not drawn)	/	0	3	-1	-1.2	0.9	-0.2	1.1	0.2	1	11
COc1ccc(NS(=O)(=O)c2cc(NC(=O)c3cccs3)ccc2N2CCOCC2)cc1	0	48	-8	9	-0.1	0.8	0.0	0.9	0.9	1	16
O=C1N(Cc2cccc(Cl)c2)C[C@@H]2C[C@@H](c3cccc4ncccc34)N3CCC[C@@]123	10	100*	4	6	-0.5	0.9	-0.4	1.1	-0.4	1	8
CCCN1C(=O)/C(=N\OCC(=O)NC23CC4CC(CC(C4)C2)C3)c2ccccc21	-4	33	9	0	0.2	0.9	0.0	1	3.2	0.9	11
Cc1ccc(-c2nn(C)c(=O)c3ccccc23)cc1CNC(=O)CN1CCOCC1	-41	-2	-9	-7	1.0	0.9	0.0	1	3.6	1	10
CNC(=S)Nc1ccc(C)cc1	-12	-8	-5	-2	0.0	0.9	-0.3	1	0.0	1	8
COC(=O)C1=C(C)N(C)C(C)=C(C(=O)OC)C1c1cccc(Br)c1	5	53*	5	-4	7.1	0.8	-0.3	0.9	1.4	0.9	25
Cc1n[nH]c(=S)n1/N=C/c1ccc(OCc2ccc(Cl)cc2Cl)cc1	0	39	6	5	0.9	0.9	-0.4	1.3	4.9	1.3	6
Cc1ccc(F)cc1NC(=O)c1ccc2c(c1)OCO2	-28	-7	-12	4	-1.6	1	0.0	1	0.3	1	1
CNC(=S)NCCC(c1ccccc1)c1ccccc1	2	1	-18	6	-0.5	0.8	-0.3	1	0.4	1	15
COc1cccc(C2CC(c3ccc(Cl)cc3Cl)Nc3nc(N)nn32)c1 (stereo not drawn)	11	-3	4	3	-0.2	0.7	-0.5	1	-0.8	0.9	26
CCOC(=O)c1c(C)oc2c(CC(=O)c3ccccc3)c(Cl)c(O)c(O)c12	6	-6	-2	-2	0.1	0.8	-0.2	0.9	2.8	0.9	23
CCOC(=O)C1CCCN(Cc2nc(N)nc(Nc3ccccc3)n2)C1 (stereo not drawn)	1	-2	3	22	1.1	0.8	-0.1	0.9	0.3	0.8	16
COC(=O)c1ccccc1NC(=O)Cn1cc2c(n1)CCC(C)C2 (stereo not drawn)	-12	-9	14	-25	-1.9	0.8	-0.4	0.9	-0.1	0.9	17
CCOc1ccc(C(C)(O)CN2CCOCC2)cc1 (stereo not drawn)	/	-6	-10	0	0.2	0.9	-0.1	1	-0.3	1	12
Cc1c(N(C(=O)CNC(=O)c2ccccc2)C2(C(=O)NC3CCCCC3)CCCCC2)c(=O)n(-c2ccccc2)n1C	-25	-6	16	-1	-0.5	0.9	-0.1	1	-0.5	1.1	10

Bioassay records deposited in PubChem BioAssay by several laboratories.
